Screens deposited in PubChem by National Center for Advancing Translational Sciences (NCATS).
IkB signaling: suppresses IkB signaling in ABC-DLBCL reporter cells; Potency, µM (top dose mostly 57.1 µM), for the others: top-dose IkBa stabilization activation; 0.04% of 110,000 active; AID 445; ABC-DLBCL IkBa-CBG/CBR dual luciferase ratio, 4 h; response scale: scaled: untreated 0%, proteasome inhibitor 100%; active = well fitted curve in the direction sought with a large enough effect in the signal ratio, not every such curve was filed as active; inconclusive = small, poorly fitted or top-dose-only effect, or a change in a side signal; the % refers to the signal ratio;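 also: the direction sought is a rising ratio; 0% = basal untreated cells and 100% = reference inhibitor full response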
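In this assay, an IκBα–CBG68 fusion accumulates when IKK-driven degradation is blocked; native CBR normalizes for cell number. OCI-Ly3 cells were treated 4 h with compound and doxycycline, then green and red light read after Chroma-Glo addition.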
Imprint erasure: induces erasure of genomic imprints in mouse ES cells; AID 1948; Potency, µM (top dose mostly 60.7 µM), without a hit: top-dose activity change, positive = activation, most hits filed as activators; mouse ES Peg3-LacZ reporter, beta-gal luminescence, 40 h; 0.02% of 110,000 active;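 also: 0% = negative control wells on the plate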
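Readout: BetaGlo luminescence (5 min, room temp) for LacZ from the normally silent maternal Peg3 allele in female Peg3LacZ-Neo ES cells. Cells 300/well, 40 h, 37C, 5% CO2. Data normalized per plate to negative controls.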
p53ts 39C tox: kills p53ts cells at the nonpermissive temperature | H1299-p53A138V viability at 39C, ATP luminescence, 24 h | Potency, µM (titrated, usually from 46.1 µM), without a hit: at the top dose activity change, negative = cell killing, hits mostly cytotoxic | AID 902 | 1.5% of 130,000 active; also: nearly all actives have a fitted effect of over 55% in size
p53ts 32C kill: kills p53ts cells at the permissive temperature | H1299-p53A138V at 32C, ATP luminescence viability, 24 h | Potency, µM (top dose mostly 46.1 µM), without a hit: at the top dose activity change, negative = cytotoxicity, most hits filed as cytotoxic | 0.93% of 130,000 active;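 also: 0% = DMSO and -100% = full killing by reference compound; nearly all actives have a fitted effect of over 55% in size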
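Cells: H1299 p53ts (A138V), 600/well, pre-incubated 16–30 h at 37C. Cpd up to 46 uM, 24 h, 32C. Readout: ATPlite luminescence, 20 min RT. Normalization: DMSO vs tamoxifen 100 uM. AC50 by Hill equation.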
* hit, by the source's call; ? = inconclusive; / = no result given; [ ] = another dose, or the depositor's remark. Unless noted, calls follow the shape of the dose curve; as a rule, active = well fitted curve in the direction sought with a large enough effect; inconclusive = small, poorly fitted or top-dose-only effect, or another doubt; inactive = no such curve, though single readings can be large; an effect the other way counts as inactive or inconclusive. Unless noted, % is scaled to controls: 0 for no effect and ±100 for the full control effect; potency is read from the fitted curve at half-maximal effect.

no. | molecule | IkB signaling | Imprint erasure
1 | c1cncc(C(c2nnnn2C2CCCC2)N2CCCC2)c1 (stereo unspecified) | 0.3% | 2.2%
2 | O=C1OCCC1Sc1nnc(-c2ccccc2)o1 (stereo unspecified) | 4.7% | -56.1%[inhibitor]
3 | CC1=C(c2ccc(C(C)C)cc2)S(=O)(=O)N=C1N1CCC(C(=O)Nc2ccc(C)cc2)CC1 | 1.6% | -22.1%[10.9 µM]
4 | CCCC(=O)Nc1nnc(SCc2cc(=O)n3ccccc3n2)s1 | ? | 12.5%[10.9 µM]
5 | CCOC(=O)Cn1c(=O)c2c(nc(Br)n2CC(=O)OCC)n(C)c1=O | 1.3% | 3.0%
6 | Cc1ccc(NC2=NC(=S)N(CC#N)C23CCCCC3)cc1 | / | /
7 | CCOc1ccc(C2CC(c3ccc(CC)cc3)n3nc(N)nc3N2)cc1 (stereo unspecified) | 2.1% | -12.0%
8 | COc1ccc(C2C(C(=O)c3sc(C)nc3C)=C(O)C(=O)N2CCCn2ccnc2)cc1 (stereo unspecified) | 5.1% | -3.2%
9 | Cc1ccc(Cn2c(=O)c3c(nc4n3CCN4c3cc(C)cc(C)c3)n(C)c2=O)cc1 | ? | -8.5%[10.9 µM]
10 | COc1cc(C(=O)NCc2ccc(OCCN(C)C)cc2)cc(OC)c1OC | 0.0%[25.6 µM] | -21.8%
11 | COc1ccc(C(=O)COC(=O)CCCC(=O)Nc2cc(C(F)(F)F)ccc2Cl)cc1 | ? | -2.2%[10.9 µM]
12 | Cc1cc(C(=O)O)ccc1[N+](=O)[O-] | 0.4% | -12.0%

no. | p53ts 39C tox | p53ts 32C kill
1 | -4.8% | 1.2%
2 | -13.6% | -8.7%
3 | 12.6µM* | ?
4 | -6.1% | -6.0%
5 | -8.7% | 1.4%
6 | 11.2% | -13.3%
7 | -16.4% | 2.8%
8 | 0.5% | 2.6%
9 | -13.8% | 1.9%
10 | -15.3% | -7.9%
11 | -22.1% | 3.2%
12 | 4.5% | -15.3%[1.84 µM]

The list goes on:
no. | molecule | IkB signaling | Imprint erasure
13 | CCOc1ccc(NC(=O)CN(C)S(=O)(=O)c2cccs2)cc1 | 0.5% | -11.9%
14 | CC(=O)NCc1nc2ccccc2n1Cc1ccccc1C | 4.3% | 1.3%
15 | CCOC(=O)N1CCOCCOCCN(C(=O)OCC)CCOCC1 | 0.5% | -9.9%
16 | Cc1ccc(Nc2c(-c3ccsc3)nc3cccc(C)n23)cc1 | -11.1% | -7.3%[10.9 µM]
17 | Cc1ccc(Nc2nnc(SCC(=O)NCc3ccco3)s2)cc1 | 2.3% | -5.0%
18 | COC(=O)c1ccc(NC(=O)CN2C(=O)CC(c3ccccc3)Sc3ccccc32)cc1 (stereo unspecified) | ? | -9.6%[10.9 µM]
19 | CCOc1ccc2nc(N3CCCC(C(=O)Nc4cc(Cl)c(OC)cc4OC)C3)sc2c1 (stereo unspecified) | ? | -15.4%[10.9 µM]
20 | CCNc1nc(NCC)nc(Oc2ccc(OCC)nn2)n1 | 2.4% | -8.7%
21 | CCC(=O)N1CCN(c2nc3c(C)cccc3s2)CC1 | -2.5% | -9.6%[10.9 µM]
22 | CCCCCn1c(CCNC(=O)c2cccs2)nc2ccccc21 | ? | -13.2%
23 | COc1cc(NC(=O)c2cc3c(=O)oc4ccc(C)cc4c3s2)cc(OC)c1OC | 3.0% | -4.7%[10.9 µM]
24 | CCCN(Cc1cc2cc(C)ccc2[nH]c1=O)C(=O)c1cccc(OC)c1 | ? | -24.1%

no. | p53ts 39C tox | p53ts 32C kill
13 | -8.0% | -21.1%
14 | 5.7% | 5.5%
15 | -0.5% | -0.5%
16 | ? | -11.2%
17 | -17.9% | -2.9%
18 | ? | 9.5%
19 | ? | -24.2%
20 | 2.0% | 0.8%
21 | -11.1% | -3.2%
22 | -10.6% | 4.6%
23 | -14.2% | -1.1%
24 | -4.2% | -8.3%

The results go on.
no. | molecule | IkB signaling | Imprint erasure
25 | Cc1sc2nc(SCC(=O)N(CCO)CCO)n(C3CCCCC3)c(=O)c2c1C | 4.1% | -8.1%
26 | COc1ccc(OCC(=O)N(Cc2sccc2C)C2CCS(=O)(=O)C2)cc1 (stereo unspecified) | -1.4% | 10.0%[10.9 µM]
27 | NS(=O)(=O)c1cc2c(cc1C(F)(F)F)NCNS2(=O)=O | -0.9%[25.6 µM] | 5.0%
28 | Cc1ccc(NC(=O)CN2C(=O)CCc3cc(S(=O)(=O)N4CCOCC4)ccc32)cc1N(C)C | 0.9% | -5.4%[10.9 µM]
29 | COc1ccc(NC(=O)c2cccnc2N2CCCCC2)cc1 | 2.7% | -5.5%
30 | COc1ccccc1C(=O)Nc1cccc(NC(C)=O)c1 | 1.8% | -9.4%
31 | O=C(OCc1nc2ccccc2s1)c1cccs1 | 11.1% | -5.3%
32 | COc1ccc(-c2csc(-c3c(N)c(C(=O)c4ccc(OC)c(OC)c4)n4ccccc34)n2)cc1 | -1.3% | -7.2%[10.9 µM]
33 | CCCOc1ccc(C(=O)Nc2cc(-c3nn4c(C)nnc4s3)ccc2C)cc1 | 5.0% | -4.7%
34 | CCc1nnc(NC(=O)c2ccc(N3C(=O)CCC3=O)cc2)s1 | 2.6% | -9.6%
35 | CC1CCN(C(=O)c2cc3c(=O)n(C)c4ccccc4c3s2)CC1 | ? | -4.9%[10.9 µM]
36 | Cc1cc(C)n(-c2nc3ccccc3nc2Nc2ccc(Cl)c(C(=O)OC(C)C)c2)n1 | ? | -7.6%[10.9 µM]

no. | p53ts 39C tox | p53ts 32C kill
25 | -2.2% | 0.1%
26 | 18.8% | 3.5%
27 | -8.8% | 2.1%
28 | -11.8% | 17.5%
29 | 5.0% | -0.1%
30 | -9.9% | -11.7%
31 | -4.4% | -7.7%
32 | 0.8% | 1.5%
33 | 5.7% | -5.0%
34 | 3.8% | -4.0%
35 | ? | -13.2%
36 | 0.9% | 15.2%

Later entries.
no. | molecule | IkB signaling | Imprint erasure
37 | CCc1nc2ccccc2n2c(-c3ccc(C)cc3)c3c(=O)n(C)c(=O)n(C)c3c12 | -0.4% | -9.2%[10.9 µM]
38 | CCOc1ccc(N(CC(=O)NC(C)(C)C)C(=O)c2ccco2)cc1 | 1.1% | 4.7%
39 | O=C(Cc1ccc(F)cc1)OCC(=O)c1cc2ccccc2o1 | 2.5% | -12.3%
40 | CC(C(=O)Nc1ccc(N2CCOCC2)cc1)N1C(=O)c2ccccc2C1=O (stereo unspecified) | 2.3% | -3.6%
41 | Cc1ccc(OCCCSc2nc(-c3ccc(C(C)(C)C)cc3)nc3cc(=O)[nH]n23)cc1C | 2.1% | -6.2%[10.9 µM]
42 | Nc1c(-c2nc(-c3ccccc3Cl)no2)nnn1-c1ccccc1F | -2.5% | -4.9%[10.9 µM]
43 | CN1CCN(c2oc(COc3ccc(-c4ccccc4)cc3)nc2C#N)CC1 | ? | -18.5%
44 | Cc1cc(NC(=O)CN2CCN(c3ccccc3F)CC2)nc2c1c(=O)oc1ccccc12 | -1.5% | -27.5%
45 | N=C1C=CC=C2C1=NC1(CCCCC1)N2O | -2.1% | -15.3%
46 | CCCCn1cnc2cc(NCc3cccc(OC)c3O)ccc21 | 15.4% | -16.8%
47 | O=C(NCCc1ccc(Cl)cc1)C1CCCN(S(=O)(=O)c2cnc[nH]2)C1 (stereo unspecified) | 4.8% | -7.4%
48 | CN1CCN(c2ncc3nc(-c4ccc(F)cc4)c(=O)n(C4CC4)c3n2)CC1 | -1.3%[11.4 µM] | 2.7%

no. | p53ts 39C tox | p53ts 32C kill
37 | 11.6% | 2.7%
38 | 4.7% | -1.5%
39 | 2.4% | 2.1%
40 | 7.1% | -13.4%
41 | 20µM* | ?
42 | -9.6% | -15.5%
43 | -7.7% | 22.8%
44 | 17.8% | -22.3%
45 | -19.7% | -7.0%
46 | 12.0% | 9.8%
47 | -9.2% | 2.3%
48 | -6.2% | -9.7%

Another view of part of the listing above.
26: COc1ccc(OCC(=O)N(Cc2sccc2C)C2CCS(=O)(=O)C2)cc1 (stereo unspecified)
  IkB signaling: -1.4%; Imprint erasure: 10.0%[10.9 µM]; p53ts 39C tox: 18.8%; p53ts 32C kill: 3.5%
27: NS(=O)(=O)c1cc2c(cc1C(F)(F)F)NCNS2(=O)=O
  IkB signaling: -0.9%[25.6 µM]; Imprint erasure: 5.0%; p53ts 39C tox: -8.8%; p53ts 32C kill: 2.1%
28: Cc1ccc(NC(=O)CN2C(=O)CCc3cc(S(=O)(=O)N4CCOCC4)ccc32)cc1N(C)C
  IkB signaling: 0.9%; Imprint erasure: -5.4%[10.9 µM]; p53ts 39C tox: -11.8%; p53ts 32C kill: 17.5%
29: COc1ccc(NC(=O)c2cccnc2N2CCCCC2)cc1
  IkB signaling: 2.7%; Imprint erasure: -5.5%; p53ts 39C tox: 5.0%; p53ts 32C kill: -0.1%

Remaining list, next part.
no. | molecule | IkB signaling | Imprint erasure
49 | CCOC(=O)N1CCN(S(=O)(=O)c2ccc3c(c2)OCC(=O)N3)CC1 | 5.1% | 0.1%
50 | CN1C(=O)c2ccccc2Sc2ccc(NC(=O)COc3ccc(Cl)cc3)cc21 | ? | -12.7%[10.9 µM]
51 | CCN1C=C(C(=O)OC)C(c2cccc(C)c2)C(C(=O)OC)=C1 | 6.7% | -4.4%
52 | Cc1ccc(OCC(=O)OCc2cc(=O)n3nc(-c4cccs4)sc3n2)cc1C | -3.2% | -14.7%[10.9 µM]
53 | NC1=NC(c2cccc(O)c2)n2c(nc3ccccc32)N1 (stereo unspecified) | 9.7% | -16.0%
54 | CCOc1ccc(C2=C(C(C)=O)Sc3nnc(C)n3N2C(C)=O)cc1 | ? | -16.9%[10.9 µM]
55 | C[C@H]1CCCC2(CC[N+](C)(CCC[N+](C)(C)C)CC2)C1 (stereo partly specified) | -0.7%[11.4 µM] | 9.2%[10.9 µM]
56 | O=C(Nc1cccc(C(F)(F)F)c1)C1CCN(S(=O)(=O)c2cnc[nH]2)CC1 | -0.6% | -9.0%
57 | c1nnc2c3c4c(sc3ncn12)CCC4 | 2.0% | 4.7%
58 | COC(=O)CN1C(C(=O)c2ccccc2)=C(OC(=O)c2ccc(C)cc2)c2ccccc2S1(=O)=O | ? | -16.0%[10.9 µM]
59 | CC(C)C(NS(=O)(=O)c1ccc2c(c1)oc(=O)n2C)C(=O)NCCc1ccccc1 (stereo unspecified) | 0.2% | -6.3%[10.9 µM]
60 | COC(=O)c1ccc(Cc2ccc(C(=O)OC)o2)o1 | 0.3% | -13.4%

no. | p53ts 39C tox | p53ts 32C kill
49 | 6.8% | -2.9%
50 | -21.5% | 35.0%[activator]
51 | 4.3% | 6.0%
52 | 7.3% | 3.6%
53 | 5.3% | 4.9%
54 | -34.4% | -2.6%
55 | 6.5%[9.22 µM] | 8.9%[9.22 µM]
56 | 3.0% | -4.0%
57 | 10.3% | 5.1%
58 | -17.0% | 21.6%
59 | -2.4% | 10.4%
60 | -2.3% | -4.2%

Part of the list above, as tab-separated lines.
cpd	mol	IkB signaling	Imprint erasure	p53ts 39C tox	p53ts 32C kill
56	O=C(Nc1cccc(C(F)(F)F)c1)C1CCN(S(=O)(=O)c2cnc[nH]2)CC1	-0.6%	-9.0%	3.0%	-4.0%
19	CCOc1ccc2nc(N3CCCC(C(=O)Nc4cc(Cl)c(OC)cc4OC)C3)sc2c1 (stereo unspecified)	?	-15.4%[10.9 µM]	?	-24.2%

Some values from above:
#56 in p53ts 39C tox = 3.0%
#52 in p53ts 39C tox = 7.3%
#49 in p53ts 32C kill = -2.9%
#55 in p53ts 32C kill = 8.9%[9.22 µM]
#50 in p53ts 32C kill = 35.0%[activator]

More structures.
no. | molecule | IkB signaling | Imprint erasure
61 | Cc1ccc2c(c1)c1ncnc(N3CCc4ccccc4C3)c1n2C | ? | -12.3%
62 | CCn1c(=O)cc(OCC(=O)N(C)c2ccccc2F)c2ccccc21 | 2.2% | -10.6%
63 | CC1=Nn2c(nc(-c3ccccc3)c2-c2ccccc2)N(CC(N)=O)C(=O)C1 | -0.4% | -7.8%
64 | CCC1CN(C(=O)NCc2ccc(C)cc2)c2ccccc2O1 (stereo unspecified) | 7.2% | -6.2%[10.9 µM]
65 | COCc1nnc(NC(=O)c2ccc(S(=O)(=O)N(C)c3ccccc3)cc2)o1 | -0.6% | -30.0%[inhibitor]

no. | p53ts 39C tox | p53ts 32C kill
61 | -16.5% | -22.9%
62 | -10.3% | 9.7%
63 | 2.4% | 6.5%
64 | -26.0% | 12.5%
65 | ? | -24.5%
